# High-throughput results: PubChem, several laboratories
# XIAP displacement: XIAP antagonists, biochemical, IAP family, fluorescence polarization (AID 1018); XIAP BIR domain, fluorescence polarization peptide displacement; higher % means a stronger effect; displacement, % at 20 µM; hits with a dose series show IC50 in µM; 0.007% of 200,000 active; in the data active means displacement above about 50%; further: a part of the inactive calls stands beside numbers as strong as those of hits
# Hep lipid drop: modulators of hepatic lipid droplet formation; AML12 mouse hepatocytes, oleate lipid droplets, BODIPY imaging; inhibition, % at 6.5 µM; 0.4% of 240,000 active;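 active means lipid droplet intensity inhibited by at least 50%, with more than 500 cells counted; inconclusive means wells with under 300 cells, treated as cytotoxic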
#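 Assay system: AML12 hepatocytes (mouse) / Also added: 100 µM oleic acid challenge / Times: overnight treatment with compound plus oleate / Detection: high-content imaging of BODIPY-stained droplets and DAPI nuclei / Evaluation: % inhibition of lipid droplet signal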
# K1F lysis inhibition: protection from phage-mediated lysis, alamar blue read-out – E. coli UTI89, K1F phage, bacterial capsule biogenesis inhibitors (AID 488966) | E. coli UTI89 K1F phage lysis, alamar blue, 2 h; higher % means a stronger effect | one-dose inhibition, % at 100 µM; IC50 in µM for titrated hits | 0.02% of 340,000 active;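 active means phage lysis inhibition, versus mean bacterial control, above a set limit; inconclusive means no clear call, values can overlap the other calls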;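 further: capsule biogenesis inhibitors block K1F phage lysis so surviving cells raise fluorescence; higher fluorescence means more inhibition of phage lysis; actives were called in the ten point dose series up to 300 µM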
# P. falciparum M1AAP: P. falciparum M1AAP inhibitors, biochemical, fluorogenic H-Leu-NHMec substrate, 1536-well (AID 1445) | recombinant M1AAP, H-Leu-NHMec fluorogenic kinetic assay; higher % means a stronger effect | one-dose inhibition, % at 30 µM; IC50 in µM for titrated hits | 0.42% of 220,000 active;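 active means primary inhibition above the hit cutoff, then over 50% inhibition at one or more dose response concentrations, cut at about 23% in these data, passing the limit was not always enough; inconclusive means conflicting primary data, or primary hits not chosen for dose response; inactive means low primary inhibition, or under 50% at every dose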;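 further: plate controls were DMSO full reaction for no effect and no enzyme background for full effect; strong numbers were not always called active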
# M17LAP inhibition: P. falciparum M17LAP inhibitors, primary screen, biochemical, fluorogenic H-Leu-NHMec substrate, 1536-well (AID 1619). inhibition, % at 30 µM; hits with a dose series show IC50 in µM. 0.38% of 220,000 active. recombinant M17LAP, H-Leu-NHMec fluorogenic kinetic assay; higher % means a stronger effect;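 active means compound inhibiting the enzyme by more than half at any dose during confirmatory dose-response retesting; inconclusive means strong single-dose inhibitors picked by rank but not retested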;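 further: plate controls were full reaction with DMSO carrier for no effect and no enzyme background for full effect; strong numbers were not always called active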
# TNAP activators: human TNAP enzyme activators, primary screen, biochemical, luminescent, no phosphate acceptor, uHTS (AID 1001); 0.03% of 200,000 active; purified TNAP, luminescent activation assay, no phosphate acceptor; higher activation fold means a stronger effect; activation fold at 20 µM, or EC50 in µM where a hit was titrated; in the data active means activation fold from about 3, or a potency from the dose series; inactive means the rest, 99 in 100 with activation fold below about 1.6; further: many of its hits are not listed in these tables
# human PMI inhibition: MPI enzyme activity inhibition – biochemical, fluorescence intensity, coupled assay, primary screen (AID 1209); purified PMI enzyme, coupled fluorescence intensity; higher % means a stronger effect; inhibition, % at 20 µM, or IC50 in µM where a hit was titrated; 0.42% of 190,000 active;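 further: plate controls were DMSO vehicle for no effect and wells lacking substrate for full effect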
# PMI inhibition: human PMI inhibitors, high substrate, primary screen, biochemical, fluorescence intensity, high mannose 6-phosphate (AID 1220) | recombinant PMI enzyme, coupled fluorescence intensity; higher % means a stronger effect | one-dose inhibition, % at 20 µM; IC50 in µM for titrated hits | 0.66% of 190,000 active
# Siah-1 displacement: Siah-1 peptide-binding antagonists, primary screen, biochemical, fluorescence polarization, rhodamine-plectin, uHTS (AID 1817); Siah-1 / rhodamine-plectin peptide fluorescence polarization; higher % means a stronger effect; displacement, % at 20 µM; hits with a dose series show IC50 in µM; 0.02% of 290,000 active;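 active means displacement of at least 50% at 20 µM, with a fluorescence ratio check between 0.3 and a set limit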;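 further: plate controls were Siah plus tracer with DMSO for no effect and tracer alone without Siah for full effect; strong numbers were not always called active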
# Hep lipid drop cells 6.5 µM: recorded beside Hep lipid drop, whose call it bears; cell count; measured here: cell count, cytotoxicity flag;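 cells counted across two imaged fields per well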
# Active calls of the source: *; i = inactive; u = inconclusive; x = not tested or not shown; [ ] = another dose, or the depositor's remark. Unless noted, no stated cut-off is given here; in the data, active means inhibition above about 50%; inactive means the rest.
SMILES,XIAP displacement,Hep lipid drop,Hep lipid drop cells 6.5 µM,K1F lysis inhibition,P. falciparum M1AAP,M17LAP inhibition,TNAP activators,human PMI inhibition,PMI inhibition,Siah-1 displacement
COc1cc(OC)c(NC2c3ccccc3C(=O)N2c2cc(C)ccn2)cc1Cl (stereo not given),-3.2%,20,762,5.0%,13%,17%,1.1,17%,27%,8%
Cn1c(=O)n(Cc2ccccc2)c2ccccc21,-3.4%,-12,734,0.2%,-4%,0%,1,2%,3%,-2%
O=C1CN(CC(=O)NC(=O)NCc2ccccc2)CCN1,-12%,11,720,0.7%,4%,0%,1.2,7%,-12%,11%
C=CCN1C=C/C(=C\C=C(C#N)C#N)c2ccccc21,-7.3%,-3,583,-0.1%,6%,-9%,0.7,33%,37%,-2%
CC1(C)CC(O)C(C(O)c2cccc([N+](=O)[O-])c2)C(C)(C)N1 (stereo not given),-3.3%,19,549,2.9%,6%,2%,1.1,10%,2%,-5%
COc1cc2c(C#N)c(N3CCN(C)CC3)nc(N)c2c(N)n1,-9.0%,1,725,1.3%,40%,-3%,1.1,42%,35%,2%
CCCCOc1ccc(C(NC(=O)OCC)NC(=O)OCC)cc1,0.9%,-1,621,2.6%,-6%,1%,1.1,3%,-4%,-1%
COc1cnn(-c2ccc(C)cc2)c(=O)c1Br,-6.6%,-3,670,-0.6%,4%,-2%,1,-7%,1%,1%
CCOC(=O)C1=C(N)n2c(s/c(=C\c3ccco3)c2=O)=C(C(=O)OCC)C1c1ccco1 (stereo not given),-8.0%,x,x,-0.1%,15%,23%,0.9,18%,26%,1%
CN(C)C(=O)c1c(C(F)(F)F)nn(C)c1Cl,-5.3%,x,x,0.7%,9%,-5%,1.1,-16%,-11%,-5%
COc1ccc(-c2c[n+]3c4n2CCCCC4=C(c2ccc(Br)cc2)C3)cc1,3.0%,x,x,9.5%,12%,10%,1.1,-37%,-49%,-1%
Cn1c(SCc2nc3ccccc3c(=O)[nH]2)nc2ccccc21,-10%,-1,719,0.5%,6%,9%,1.1,8%,6%,-3%
CN(C)S(=O)(=O)CC12CCC(CC1=O)C2(C)C (stereo not given),4.6%,4,743,1.1%,-6%,-3%,1.1,16%,5%,4%
Cc1cc(C(=O)Nc2cccnc2Cl)on1,-4.3%,-4,778,1.1%,-1%,0%,1.1,8%,7%,-3%
C/C(=N/O)c1cc(C(C)(C)C)c(O)c(C(C)(C)C)c1,-4.3%,9,754,0.4%,5%,-3%,1.2,-8%,-13%,1%
CCC1CCc2c(sc3ncnc(N4CCOCC4)c23)C1 (stereo not given),-2.9%,10,635,-0.2%,-1%,4%,1,-1%,-9%,-4%
Cc1csc(NC(=O)c2ccc(Cl)cc2[N+](=O)[O-])n1,-3.8%,6,728,-1.1%,11%,10%,1.1,11%,24%,-3%
Cc1cc(=O)n(CC(C)C)c(O)c1C#N,-5.9%,-5,730,0.6%,10%,27%,1.1,32%,19%,-2%
O=C(Cn1cc2c(n1)CCCC2)Nc1cc(-c2cccc(Cl)c2)no1,-2.0%,8,584,7.8%,4%,13%,1.2,24%,27%,2%
CCOc1ccc(OCC)c(NC(=O)c2[nH]c(C)c(C(C)=O)c2C)c1,-1.0%,x,x,-0.7%,7%,0%,1.1,-1%,9%,-8%
Cn1c(=O)c2c(n3cnnc13)-c1ccccc1CC21CCCC1,-3.6%,-6,712,0.3%,1%,15%,1.1,-2%,-4%,-6%
CC(C)C(NC(=O)C1CCC(C(C)(C)C)CC1)C(=O)NCCCN1CCCCC1 (stereo not given),-4.6%,5,729,-0.5%[50 µM],8%,-1%,1.1,-3%,-3%,-1%
COC(=O)c1ccccc1NC(=O)CN1CCC(C)CC1,-2.1%,-5,658,-0.6%,5%,6%,1.1,12%,13%,1%
CCOC(=O)/C(C(C)=O)=C1\OC(=O)c2ccccc21,-1.9%,x,x,-1.0%,6%,-5%,1,-7%,5%,4%
CCCn1c(SCC(=O)Nc2cccc(NC(C)=O)c2)nnc1C(C)C,-6.8%,x,x,12%,6%,-3%,1.1,2%,3%,2%
CCc1nnc(NC(=O)C2Cc3ccccc3C(=O)O2)s1 (stereo not given),-1.2%,x,x,-1.2%,7%,12%,1.1,6%,3%,2%
COc1cc(OC)c(-c2nn3c(-c4ccco4)nnc3s2)cc1OC,-0.8%,x,x,0.2%,15%,13%,1.1,5%,8%,15%
Cn1c2ccccc2c2cnn(CC(=O)Nc3ccccc3Br)c(=O)c21,x,1,715,2.0%[50 µM],-2%,-9%,x,x,x,-2%
COCCCNC(=S)N1CCCN(c2nc3cc(C)c(C)cc3cc2C#N)CC1,-4.9%,-16,748,-1.1%,10%,-11%,1.1,-40%,-73%,-2%
O=[N+]([O-])c1ccc(Nc2nc(N/N=C/c3cccc(F)c3)nc(N3CCCC3)n2)cc1,-1.9%,30,601,3.5%[50 µM],-6%,10%,1.1,3%,-8%,4%
CCSc1nc2c(c(=O)[nH]1)C(c1ccncc1)C(C(=O)OC(C)C)=C(C)N2 (stereo not given),-1.7%,x,x,0.4%,4%,14%,1.1,-1%,-6%,-1%
CCCn1nc2cc(C(=O)NCc3ccccc3OC)ccc2c1OCC,-2.9%,x,x,0.2%,6%,-7%,1.1,8%,3%,-4%
O=C(COc1ncnc2ccccc12)N1CCN(c2ccccc2)CC1,-4.2%,-1,666,-0.1%,-3%,1%,1.1,-16%,-8%,-3%
CCN(CC)c1ccc(CNc2nc3ccccc3n2CCN2CCCCC2)cc1,-0.5%,0,678,11%,5%,-5%,1.1,7%,10%,0%
O=C(O)/C=C/c1cn(-c2ccccc2)nc1-c1ccc(-c2ccc([N+](=O)[O-])cc2)o1,x,8,733,0.4%,7%,-10%,x,x,x,36%
Cc1nn(C)c(C(=O)Nc2ccc(Cl)c([N+](=O)[O-])c2)c1Cl,-9.0%,9,726,1.6%[50 µM],6%,-2%,1,-13%,0%,0%
Cc1ccc(-c2csc3nc(CSc4nnc(-c5ccc(Cl)cc5)n4C)[nH]c(=O)c23)cc1,0.7%,4,567,-2.2%,6%,-6%,1.2,3%,-4%,5%
N#Cc1nc(COc2cccc(Cl)c2)oc1NCc1ccco1,-0.4%,x,x,0.1%,2%,4%,1.1,11%,7%,-7%
CC(C)c1ccc(NC(=O)C2CC(=O)N=C(N)S2)cc1 (stereo not given),5.2%,4,772,0.5%,13%,15%,1,8%,2%,-8%
CCOC(=O)c1c(-c2ccc(OC)cc2)csc1NC(=O)CCN1CCOCC1,-4.5%,8,614,0.0%,1%,1%,1.1,1%,-10%,3%
Cc1ccc(N=C2NC(=O)/C(=C/c3cccs3)S2)cc1C,-9.2%,-2,703,i,9%,1%,0.5,-12%,-10%,5%
S=c1nc[nH]c2c1cnn2-c1ccccc1,x,-1,708,0.2%,2%,-4%,x,x,x,4%
O=C(COC(=O)c1cccnc1Cl)c1ccc(Cl)cc1Cl,-3.3%,x,x,7.8%,-6%,2%,0.9,1%,2%,-1%
CCOc1ccc(C2C=C(c3ccc(F)cc3)Nc3ncnn32)cc1 (stereo not given),-3.3%,-22,562,1.6%,5%,-26%,1,-22%,-37%,4%
Cc1ccc(C(OC(=O)c2ccco2)C(=O)NCc2cccs2)cc1 (stereo not given),-4.5%,x,x,-0.3%,5%,2%,1.1,0%,10%,7%
Cc1ccc(S(=O)(=O)N2CCCC(NC(=O)N3CCN(c4ccccc4)CC3)C2)cc1 (stereo not given),-15%,-1,723,3.4%,4%,4%,1.1,7%,4%,3%
CCCCC(C(=O)NC(=O)NCc1ccccc1)N1C(=O)c2ccccc2C1=O (stereo not given),-2.1%,-12,795,-2.0%,4%,-7%,1.1,13%,11%,2%
Cc1ccc(OCc2ccc(C(=O)Nc3nc4ccccc4n3Cc3ccccc3)o2)c([N+](=O)[O-])c1,-6.4%,4,771,3.0%,4%,-8%,1.1,3%,0%,0%
CCSc1nnc(NC(=O)CSc2nnc(CNC(=O)c3ccc(OC)cc3)o2)s1,-1.4%,3,672,1.3%,8%,9%,1.1,-1%,5%,2%
CC(C)(C)n1nnnc1CN1CCSCC1,-3.5%,2,672,0.3%,0%,7%,1,4%,-6%,-7%
C=CCSc1nnc2c(n1)OC=Nc1ccc(Br)cc1-2,-5.3%,-7,611,1.8%,14%,7%,1,-34%,-62%,2%
O=C(Nc1ccc(O)cc1)c1cc(S(=O)(=O)N2CCCC2)ccc1Cl,-1.6%,x,x,-0.2%,6%,-9%,1.1,5%,14%,-3%
CC(=O)N1CCN(c2ccc(NC(=O)c3ccc(C(C)(C)C)cc3)cc2)CC1,-6.5%,-3,668,-0.5%[50 µM],10%,-1%,1,8%,2%,-2%
Cc1ccc(S(=O)(=O)NC(C)C(c2cccs2)N2CCN(c3ccccc3)CC2)cc1 (stereo not given),-6.9%,-44,620,0.5%,2%,-11%,1,24%,21%,0%
O=C(CCCCCN1C(=O)c2ccccc2C1=O)NCc1ccccn1,-1.9%,x,x,1.5%,-1%,5%,1,-4%,0%,6%
CC1=Nc2cc(C(=O)NCCCOC(C)C)ccc2Sc2ccc(C)cc21,-4.7%,-18,707,0.1%,2%,2%,1,-28%,-23%,-3%
O=C(c1ccccc1F)N1CCCC(C(=O)N2CCc3ccccc3C2)C1 (stereo not given),x,-10,733,-1.0%,-2%,-11%,x,x,x,4%
O=C(/C=C/c1ccccc1)NCCSCc1ccccc1Cl,-6.0%,9,611,-0.4%,1%,13%,1.1,23%,22%,4%
Cc1ccc(S(=O)(=O)NNC(=O)CCC(=O)Nc2ccccc2)cc1,-0.3%,x,x,0.3%,u,-10%,0.6,1%,-2%,-4%

# Four of the compounds above, with tabs.
mol	XIAP displacement	Hep lipid drop	Hep lipid drop cells 6.5 µM	K1F lysis inhibition	P. falciparum M1AAP	M17LAP inhibition	TNAP activators	human PMI inhibition	PMI inhibition	Siah-1 displacement
O=C1CN(CC(=O)NC(=O)NCc2ccccc2)CCN1	-12%	11	720	0.7%	4%	0%	1.2	7%	-12%	11%
CC1=Nc2cc(C(=O)NCCCOC(C)C)ccc2Sc2ccc(C)cc21	-4.7%	-18	707	0.1%	2%	2%	1	-28%	-23%	-3%
O=C(Cn1cc2c(n1)CCCC2)Nc1cc(-c2cccc(Cl)c2)no1	-2.0%	8	584	7.8%	4%	13%	1.2	24%	27%	2%
Cc1csc(NC(=O)c2ccc(Cl)cc2[N+](=O)[O-])n1	-3.8%	6	728	-1.1%	11%	10%	1.1	11%	24%	-3%
